Vif-A3F inh: blocks the Vif interaction with APOBEC3F; HeLa A3F-eYFP + Vif (tagged APOBEC3F with the HIV-1 protein that degrades it), YFP fluorescence increase; Potency, µM (titrated, usually from 46.1 µM), without a hit: at the highest dose activity, negative = active; 390,000 compounds, 0.2% hits; AID 602313; further: potency means the concentration at half of the fitted maximal effect; % of control where 0% means no effect; nearly all actives have a fitted effect of over 65% in size
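HeLa cells stably expressing Vif plus C-terminally eYFP-tagged A3F were seeded, incubated overnight at 37 deg C, dosed with compound, incubated overnight again at 37 deg C. Yellow fluorescence (Ex 488/Em 500-530) reported blocked Vif-mediated A3F-eYFP degradation.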
RGS4 inh: inhibitors of human regulator of G protein signaling 4. Transcreener GDP fluorescence polarization, RGS4-accelerated GTP hydrolysis. AID 504845. Potency, µM (top dose mostly 114 µM), inactives show at the highest dose activity change, negative = inhibition, actives largely listed as inhibitors. 390,000 compounds, 0.039% hits. P49798; further: potency means the concentration at half of the fitted maximal effect; on the % scale 0 is the no-effect control and ±100 the full control effect; nearly all actives have a fitted effect of over 75% in size; some results filed as inactive show a strong effect at the top dose
Target sequence (P49798 whole entry, looked up): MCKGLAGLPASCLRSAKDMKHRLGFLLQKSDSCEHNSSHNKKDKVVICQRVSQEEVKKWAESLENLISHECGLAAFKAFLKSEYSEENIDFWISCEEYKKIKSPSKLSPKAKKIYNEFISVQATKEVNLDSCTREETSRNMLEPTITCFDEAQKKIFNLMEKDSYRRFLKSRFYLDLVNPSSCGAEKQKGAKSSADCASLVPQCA
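MLSMR compounds (23 nl, pin-transferred) preincubated 10 min at room temperature with a 500nM (2x) first reagent, then RGS4 at 900nM (2x) plus Transcreener GDP mix added; fluorescence polarization (620/688 nm) read before and after 90 min at 30 °C.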
ERG-DNA inh: blocks human ERG Ets domain binding to DNA | P11308 | fluorescence polarization, His-ERG Ets domain / labelled DNA | Potency, µM (titrated, usually from 76.9 µM), for inactives: top-dose FP activity, negative = inhibition, most hits filed as inhibitors | 370,000 compounds, 0.028% hits; active means well fitted inhibition curve with a large enough effect in the polarisation, with a control signal flat; inconclusive means small, poorly fitted or top-dose-only effect, or effect the other way, or a change in a side signal; inactive means no such curve, though single readings can be large or run the other way; the % refers to the polarisation;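 further: polarization taken with two DNA probes labelled with fluorescein and Texas red; potency means the concentration at half of the fitted maximal effect; % of control where 0% means no effect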
Target sequence (P11308 whole entry, looked up, the tested form may be a part): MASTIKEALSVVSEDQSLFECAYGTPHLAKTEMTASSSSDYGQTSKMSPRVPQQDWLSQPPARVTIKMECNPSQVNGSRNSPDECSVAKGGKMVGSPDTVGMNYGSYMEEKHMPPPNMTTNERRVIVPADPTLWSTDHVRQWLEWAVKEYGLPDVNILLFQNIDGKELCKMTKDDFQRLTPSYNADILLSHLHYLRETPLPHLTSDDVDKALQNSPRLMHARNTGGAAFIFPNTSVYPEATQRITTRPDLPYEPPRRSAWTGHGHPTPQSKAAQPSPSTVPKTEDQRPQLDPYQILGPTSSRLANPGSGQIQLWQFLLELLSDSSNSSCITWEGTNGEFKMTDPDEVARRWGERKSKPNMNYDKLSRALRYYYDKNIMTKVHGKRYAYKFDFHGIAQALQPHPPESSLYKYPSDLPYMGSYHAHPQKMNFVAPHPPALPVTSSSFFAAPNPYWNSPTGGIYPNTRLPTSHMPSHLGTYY
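His-tagged ERG Ets domain (1 uM in the protein solution; 300mM KCl, 50mM Tris-HCl, 1mM EDTA, 1mM DTT, pH 7.5) received compound, then a probe mix of 5 nM fluorescein-DNA and 100nM Texas-615-DNA. Fluorescence polarization was read for both dyes.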
D2 agonist: agonists of human D2 dopamine receptor; P14416; HEK293 T-REx D2 cells, calcium flux agonist mode; activation, % at 2 µM; 340,000 compounds, 0.53% hits; AID 485358;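 active means activation over 3 SD above normal in the single-dose calcium agonist read, cut at about 30% in these data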; further: 0% is about no effect
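Agonism is scored from calcium flux in a force-coupled, inducible HEK293 cell line expressing D2, read kinetically for 180 s after compound addition against dopamine controls.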
D2 antagonist: antagonizes the human D2 dopamine receptor | P14416 | HEK293 TREx D2 cells, calcium flux, dopamine EC80 | inhibition, % at 10 µM | 340,000 compounds, 2% hits | AID 485344; in the data active means inhibition above about 30%; further: 0% is about no effect
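Inhibition of EC80 dopamine-driven calcium flux, recorded kinetically, defines activity here; cells are a tetracycline-induced HEK293 T-REx line expressing force-coupled D2.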
LDHA block: blocks human lactate dehydrogenase A; purified LDHA, NADH/diaphorase-resazurin fluorescence; hits give low values; activity change, % (values are at about 110 or 230 µM); 480,000 compounds, 0.15% hits; AID 1347041; in the data active means activity change below about -30%; inconclusive means mostly about -25% to -30%;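 further: plate controls were DMSO wells for no effect and wells without enzyme for full effect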
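Remaining NADH was detected by diaphorase (0.133 mg/mL) converting 37 µM resazurin to fluorescent resorufin, read at 0 and 20 minutes. The preceding 5-minute room-temperature reaction used 2 nM LDHA, 0.2 mM sodium pyruvate and 0.06 mM NADH at pH 7.4.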
Glioma ERSR ind: induces the endoplasmic reticulum stress response in human glioma cells | Potency, µM, for inactives: at the top dose activation, actives largely listed as activators | 420,000 compounds, 0.02% hits | AID 602332 | U87-MG GRP78 promoter luciferase reporter, 16 h; further: potency means the concentration at half of the fitted maximal effect; series mostly up to about 76 µM; % of control where 0% means no effect; nearly all actives have a fitted effect of over 35% in size
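Stably transfected U87-MG glioma cells carrying a GRP78-based luciferase sensor; 16 h compound incubation. Luminescence end-point read 10 min after Bright-Glo addition at room temperature.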
Vif-A3G inh: Vif-A3G binding inhibition. HeLa A3G-eYFP + Vif (tagged APOBEC3G with the HIV-1 protein that degrades it), YFP fluorescence, overnight. 410,000 compounds, 0.076% hits. Q9HC16. Potency, µM (series often up to 46.1 µM), for the others: top-dose activity, negative = active, usual class: inhibitors;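 further: potency means the concentration at half of the fitted maximal effect; on the % scale 0 is the no-effect control and ±100 the full control effect; nearly all actives have a fitted effect of over 60% in size; hits raise eYFP signal because A3G escapes Vif-driven loss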
Target sequence (Q9HC16 whole entry, looked up): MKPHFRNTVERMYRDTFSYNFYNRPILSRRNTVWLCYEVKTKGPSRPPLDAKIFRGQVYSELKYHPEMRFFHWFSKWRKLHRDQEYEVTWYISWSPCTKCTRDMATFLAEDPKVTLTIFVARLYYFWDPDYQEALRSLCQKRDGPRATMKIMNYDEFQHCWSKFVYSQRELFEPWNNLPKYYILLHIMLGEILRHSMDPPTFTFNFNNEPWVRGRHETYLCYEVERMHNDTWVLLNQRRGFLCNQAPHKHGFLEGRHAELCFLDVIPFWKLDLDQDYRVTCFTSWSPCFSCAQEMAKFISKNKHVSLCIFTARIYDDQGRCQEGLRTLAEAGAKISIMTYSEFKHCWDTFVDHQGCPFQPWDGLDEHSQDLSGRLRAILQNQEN
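HeLa cells stably expressing Vif and C-terminally eYFP-tagged A3G, seeded overnight at 37 deg C, then exposed to compound by pintool overnight at 37 deg C. Rise in yellow fluorescence (Ex 488/Em 500-530, Acumen) marks blocked Vif-driven A3G degradation.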
12-LOX inh: blocks human arachidonate 12S-lipoxygenase; purified 12hLO, xylenol orange hydroperoxide absorbance; Potency, µM (doses to about 108 µM), without a hit: at the top dose activity change, negative = inhibition, actives largely listed as inhibitors; 580,000 compounds, 1.1% hits; AID 1671190; further: potency means the concentration at half of the fitted maximal effect; on the % scale 0 is the no-effect control and ±100 the full control effect
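Hydroperoxide product was detected by ferrous iron/xylenol orange as the 573 to 405 nm absorbance ratio. Arachidonic acid at 40 uM (final) was turned over for 30 min at room temperature by 150 nM human 12hLO, pH 7.0 Hepes buffer, after 15 min compound preincubation.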
* = called active by the depositor; u = inconclusive; x = no result given. Unless noted, the call rests on the fitted dose curve; in most records, active means well fitted curve in the direction sought with a large enough effect; inconclusive means small, poorly fitted or top-dose-only effect, or another doubt; inactive means no such curve, though single readings can be large; an effect the other way counts as inactive or inconclusive. These rows are one share of the data; count on the stated rates, not on these rows.

The first 12 entries (preview)
Assay codes: A = Vif-A3F inh; B = RGS4 inh; C = ERG-DNA inh; D = D2 agonist; E = D2 antagonist; F = LDHA block; G = Glioma ERSR ind; H = Vif-A3G inh; I = 12-LOX inh
> COC(=O)c1cc2ccsc2n1Cc1cc(=O)n2ccccc2n1
  A = -1.6% | B = 8.8% | C = x | D = -0.1 | E = -4.5 | F = -4.8 | G = 3.2% | H = -1.9% | I = -1.1%
> Brc1ccc(-c2nc3ncccn3c2Nc2ccc3c(c2)OCCO3)o1
  A = -1.7% | B = -18.5% | C = 0.7% | D = 0.0 | E = 9.6 | F = -1.6 | G = -1.2% | H = -2.9% | I = 21.7%
> CCCCn1c(CCNC(=O)c2ccc(F)cc2)nc2ccccc21
  A = -1.3% | B = 9.0% | C = 9.2% | D = -0.3 | E = x | F = -6.9 | G = -3.1% | H = -2.8% | I = 0.4%
> OCC1(Cc2ccccc2)CCCN(C2CCCC2)C1 (configuration not stated)
  A = 8.4% | B = 10.7% | C = -5.8% | D = 1.3 | E = -22.9 | F = -1.9 | G = -1.0% | H = 1.2% | I = -8.2%
> COc1ccc(Nc2nc(N3CCOCC3)nc(N3CCOCC3)n2)cc1Cl
  A = 0.9% | B = -6.5% | C = -3.3% | D = 0.4 | E = -5.8 | F = -7.6 | G = -5.1% | H = -3.7% | I = 0.0%
> Cc1ccc(S(=O)(=O)/N=C(/Nc2ccc3[nH]c(=O)[nH]c3c2)c2ccccc2)cc1
  A = -9.5% | B = -13.2% | C = 0.4% | D = 0.6 | E = 15.1 | F = -12.8 | G = -1.6% | H = -0.1% | I = -9.6%
> O=C(CCSc1nnc(-c2ccc(O)cc2)o1)N1CCOCC1
  A = -6.4% | B = -9.4% | C = -6.8% | D = -1.9 | E = 2.5 | F = -4.1 | G = -1.6% | H = 4.4% | I = -2.9%
> COc1cc2c(cc1OC)C(C)N(CCN1C(=O)c3ccccc3C1=O)CC2 (configuration not stated)
  A = -2.0% | B = 3.7% | C = -15.0% | D = 1.1 | E = 8.7 | F = -2.2 | G = -7.9% | H = 0.5% | I = -6.8%
> COc1ccc(CNC(=O)c2cc3c(=O)[nH]c4ccccc4c3n2C)c(OC)c1
  A = 4.4% | B = 3.4% | C = -0.7% | D = -0.5 | E = x | F = -9.1 | G = -3.4% | H = 1.2% | I = -26.8%
> C=CCOc1nc(-c2ccccc2Cl)nc2ccccc12
  A = -7.3% | B = -9.3% | C = -0.7% | D = x | E = x | F = -3.7 | G = -3.5% | H = -0.5% | I = 6.0%
> O=c1cc2c(nn1Cc1ccc(Cl)cc1Cl)-c1ccccc1CC2
  A = -12.9% | B = -3.8% | C = -6.0% | D = 0.4 | E = -6.8 | F = 0.2 | G = -7.3% | H = 2.5% | I = u
> CC1CCCN(S(=O)(=O)c2ccc(NC(=O)CN3C(=O)NC(C)(c4ccccc4)C3=O)cc2)C1 (configuration not stated)
  A = 1.1% | B = 0.1% | C = 18.9% | D = 0.2 | E = 1.5 | F = -7.0 | G = -4.1% | H = 1.9% | I = 4.4%

The list itself, repeating the preview:
Assay codes: A = Vif-A3F inh; B = RGS4 inh; C = ERG-DNA inh; D = D2 agonist; E = D2 antagonist; F = LDHA block; G = Glioma ERSR ind; H = Vif-A3G inh; I = 12-LOX inh
> COC(=O)c1cc2ccsc2n1Cc1cc(=O)n2ccccc2n1
  A = -1.6% | B = 8.8% | C = x | D = -0.1 | E = -4.5 | F = -4.8 | G = 3.2% | H = -1.9% | I = -1.1%
> Brc1ccc(-c2nc3ncccn3c2Nc2ccc3c(c2)OCCO3)o1
  A = -1.7% | B = -18.5% | C = 0.7% | D = 0.0 | E = 9.6 | F = -1.6 | G = -1.2% | H = -2.9% | I = 21.7%
> CCCCn1c(CCNC(=O)c2ccc(F)cc2)nc2ccccc21
  A = -1.3% | B = 9.0% | C = 9.2% | D = -0.3 | E = x | F = -6.9 | G = -3.1% | H = -2.8% | I = 0.4%
> OCC1(Cc2ccccc2)CCCN(C2CCCC2)C1 (configuration not stated)
  A = 8.4% | B = 10.7% | C = -5.8% | D = 1.3 | E = -22.9 | F = -1.9 | G = -1.0% | H = 1.2% | I = -8.2%
> COc1ccc(Nc2nc(N3CCOCC3)nc(N3CCOCC3)n2)cc1Cl
  A = 0.9% | B = -6.5% | C = -3.3% | D = 0.4 | E = -5.8 | F = -7.6 | G = -5.1% | H = -3.7% | I = 0.0%
> Cc1ccc(S(=O)(=O)/N=C(/Nc2ccc3[nH]c(=O)[nH]c3c2)c2ccccc2)cc1
  A = -9.5% | B = -13.2% | C = 0.4% | D = 0.6 | E = 15.1 | F = -12.8 | G = -1.6% | H = -0.1% | I = -9.6%
> O=C(CCSc1nnc(-c2ccc(O)cc2)o1)N1CCOCC1
  A = -6.4% | B = -9.4% | C = -6.8% | D = -1.9 | E = 2.5 | F = -4.1 | G = -1.6% | H = 4.4% | I = -2.9%
> COc1cc2c(cc1OC)C(C)N(CCN1C(=O)c3ccccc3C1=O)CC2 (configuration not stated)
  A = -2.0% | B = 3.7% | C = -15.0% | D = 1.1 | E = 8.7 | F = -2.2 | G = -7.9% | H = 0.5% | I = -6.8%
> COc1ccc(CNC(=O)c2cc3c(=O)[nH]c4ccccc4c3n2C)c(OC)c1
  A = 4.4% | B = 3.4% | C = -0.7% | D = -0.5 | E = x | F = -9.1 | G = -3.4% | H = 1.2% | I = -26.8%
> C=CCOc1nc(-c2ccccc2Cl)nc2ccccc12
  A = -7.3% | B = -9.3% | C = -0.7% | D = x | E = x | F = -3.7 | G = -3.5% | H = -0.5% | I = 6.0%

The list goes on:
molecule | Vif-A3F inh | RGS4 inh | ERG-DNA inh | D2 agonist | D2 antagonist | LDHA block | Glioma ERSR ind | Vif-A3G inh | 12-LOX inh
O=c1cc2c(nn1Cc1ccc(Cl)cc1Cl)-c1ccccc1CC2 | -12.9% | -3.8% | -6.0% | 0.4 | -6.8 | 0.2 | -7.3% | 2.5% | u
CC1CCCN(S(=O)(=O)c2ccc(NC(=O)CN3C(=O)NC(C)(c4ccccc4)C3=O)cc2)C1 (configuration not stated) | 1.1% | 0.1% | 18.9% | 0.2 | 1.5 | -7.0 | -4.1% | 1.9% | 4.4%
O=C(COC(=O)c1n[nH]c(=O)c2ccccc12)c1ccc(Br)cc1 | -10.5% | -17.7% | -4.5% | 0.1 | -0.1 | -5.7 | -0.9% | -1.8% | 3.0%
O=[N+]([O-])c1ccc(-n2cc(-c3ccccc3)nn2)cc1 | -0.8% | 19.1% | 10.3% | 0.5 | 6.6 | 1.3 | 8.7% | 3.8% | 20.8%
Cc1ccc2c(c1)N(CC(=O)N1CCc3ccccc3C1)C(=O)CO2 | -0.1% | -13.5% | -0.1% | -0.3 | 8.8 | 1.8 | -3.0% | 0.9% | -15.5%
COc1ccc2c(c1)CCCC21SC(NC(C)=O)=NN1C(C)=O (configuration not stated) | -4.6% | -14.8% | 11.3% | -0.4 | -27.5 | -2.8 | -3.3% | 0.5% | -15.1%
Cc1cc(Br)c(NC(=O)COC(=O)C2CCCCC2)c(Br)c1 | 2.2% | -2.8% | 16.0% | x | x | 2.6 | -3.6% | -2.3% | -27.8%
COc1ccc(/C(O)=C2\C(=O)C(=O)N(c3cc(C)on3)C2c2ccc(OC)c(OC)c2)cc1OC (configuration not stated) | -10.4% | 21.7% | -2.2% | -0.5 | 15.8 | -1.5 | -0.7% | 0.1% | u
COc1ccc(N(C(=O)C(C)C)S(=O)(=O)c2cccc([N+](=O)[O-])c2)cc1 | 5.2% | -12.1% | -6.9% | -1.3 | -7.5 | -5.1 | -3.1% | -9.2% | u
O=C1C(=Cc2cccs2)Oc2ccccc21 | u | -10.9% | 3.6% | x | x | -1.2 | 11.6% | -10.0% | -20.9%
CCc1nc2c(OCc3ccc(F)c(F)c3)cccn2c1N(C)C(=O)C(C)C | x | x | x | x | x | -8.5 | -4.9% | -3.3% | -22.9%
CC(=O)n1c(-c2ccccc2)c(CO)c2ccccc21 | 1.6% | 5.7% | 7.3% | -3.8 | 13.8 | 0.7 | -1.2% | 2.2% | -8.5%
CCOc1ccc(NC(=O)N2CCC(c3nc4ccccc4[nH]3)CC2)cc1 | 7.4% | -12.4% | -4.1% | 0.0 | -13.6 | -3.1 | 3.1% | -5.5% | 29.7%

An excerpt of these results, as labelled records:
structure: O=C(COC(=O)c1n[nH]c(=O)c2ccccc12)c1ccc(Br)cc1
  Vif-A3F inh = -10.5% | RGS4 inh = -17.7% | ERG-DNA inh = -4.5% | D2 agonist = 0.1 | D2 antagonist = -0.1 | LDHA block = -5.7 | Glioma ERSR ind = -0.9% | Vif-A3G inh = -1.8% | 12-LOX inh = 3.0%

structure: O=[N+]([O-])c1ccc(-n2cc(-c3ccccc3)nn2)cc1
  Vif-A3F inh = -0.8% | RGS4 inh = 19.1% | ERG-DNA inh = 10.3% | D2 agonist = 0.5 | D2 antagonist = 6.6 | LDHA block = 1.3 | Glioma ERSR ind = 8.7% | Vif-A3G inh = 3.8% | 12-LOX inh = 20.8%
